hERG WT inh = inhibitors of human wildtype KCNH2 potassium channel; Q12809; U2OS, BacMam KCNH2, thallium flux FluxOr; hits give low values; activity change, % at 1.84 µM; hit rate 0.37% among 340,000; AID 720551;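 active = maximum activity change below -70%; inconclusive = maximum activity change between -70% and -50%; inactive = maximum activity change above -50%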; also: % is scaled to controls: 0 for no effect and ±100 for the full control effect
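U2OS cells were transduced with wild-type KCNH2 virus (2.03 x 10^8 / mL) for 4 h at room temperature, then cultured overnight at 37 C. Thallium flux was read with FluxOr dye. Rate constants were normalized to DMSO controls.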
Tb PFK block = T. brucei PFK enzyme inhibition; hit rate 0.17% among 330,000; T. brucei PFK, ADP-Glo luminescence; O15648; Potency, µM (highest dose often 57.5 µM), without a hit: at the top dose activity, negative = inhibition, actives largely listed as inhibitors;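 also: potency is read from the fitted curve at half-maximal effect; 0% = uninhibited 1x PFK enzyme wells and -100% = no-enzyme wells; nearly all actives have a fitted effect of over 60% in size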
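PFK 1.25 nM, F6P 0.5 mM, ATP 0.1 mM, 0.1 M TEA pH 8.0, 5 mM MgCl2, 0.01% Tween20, 0.1% BSA; 45 min RT. ADP-Glo readout. qHTS titration up to 57 uM; curves fitted, compounds curve-classed.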
GALK inh = galactokinase (human) inhibition | hit rate 0.007% among 270,000 | Potency, µM (top dose mostly 57.5 µM), inactives show at the highest dose activity change, negative = inhibition, usual class: inhibitors | Purified GALK, Kinase-Glo residual ATP luminescence | AID 1868 | P51570; also: potency is read from the fitted curve at half-maximal effect; % is scaled to controls: 0 for no effect and ±100 for the full control effect
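GALK at 5 nM final was combined with compound, 35 uM ATP and 100 uM galactose in HEPES pH8.0 with MgCl2 and DTT. The reaction ran one hour at room temperature before luminescent ATP detection.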
Chronic BCR inh = blocks chronic active B-cell receptor signaling. AID 493014. Potency, µM (series often up to 46.1 µM), for the others: at the highest dose ratio change, negative = lower green/red ratio, actives largely listed as inhibitors. ABC-DLBCL IkBa-CBG/CBR reporter, luminescence ratio, 4 h. hit rate 0.05% among 340,000; active = well fitted inhibition curve with a large enough effect in the signal ratio, with a control signal flat, not every such curve was filed as active; inconclusive = small, poorly fitted or top-dose-only effect, or effect the other way, or a change in a side signal; the % refers to the signal ratio;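 also: potency is read from the fitted curve at half-maximal effect; plate controls were basal doxycycline-induced cells for no effect and cells given 10 µM MG132 for full effect; MG132 reads +100%, hits lower the ratio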
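TMD8 human ABC-DLBCL cells with doxycycline-inducible IκBα–green luciferase fusion and unfused red luciferase, in 0.5% FBS medium; compounds up to 46 uM, 4 h at 37C. Green/red luminescence ratio, filter-overlap corrected, fitted to concentration-response curves.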
Giardia kill = kills Giardia lamblia; Giardia lamblia trophozoite viability; activity change, % at 7.66 µM, hits read low; hit rate 0.15% among 340,000; AID 540267; in the data active = activity change below about -80%; inconclusive = between about -30% and that limit;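 also: parasites exposed to compound for two days anaerobically before the ATP read; % is scaled to controls: 0 for no effect and ±100 for the full control effect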
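Giardia trophozoites, 100 cells per well, were exposed to compounds for 48 hrs at 37 deg C under anaerobic conditions; viability was then read as ATP content by bioluminescence after 15-30 min at room temperature.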
FBPA coupling cs = coupling enzyme interference in Giardia aldolase counter-screen. coupling enzyme system counterscreen, AmpLite Red fluorescence. activity change, negative = inhibition, % at 58.2 µM, hits read low. hit rate 0.67% among 290,000; in the data active = activity change below about -30%; also: % is scaled to controls: 0 for no effect and ±100 for the full control effect
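Counterscreen of the coupled detection system alone, without aldolase: glyceraldehyde-3-phosphate coupling enzymes plus AmpLite Red readout. Compounds at 57.5 uM final, 10 min RT preincubation, 20 min RT reaction, fluorescence 525/598 nm.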
CXXC DNA block = blocks binding of human MLL CXXC domain to DNA; Q03164; MLL-CXXC / FITC-HOXA9 DNA fluorescence polarization; Potency, µM (highest dose often 115 µM), for the others: at the highest dose activity change, negative = inhibition, most hits filed as inhibitors; hit rate 0.037% among 290,000; active = well fitted inhibition curve with a large enough effect in the polarisation, with a control signal flat, not every such curve was filed as active; inconclusive = small, poorly fitted or top-dose-only effect, or effect the other way, or a change in a side signal; inactive = no such curve, though single readings can be large or run the other way; the % refers to the polarisation; also: potency is read from the fitted curve at half-maximal effect
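Fluorescence polarization: 7 uM MLL-CXXC (stock) preincubated 5 min with compounds, then 50 nM fluorescein-HOX-A9 DNA (stock) added; 30 min ambient. Buffer 50 mM Tris-HCl pH 7.5, 50 mM NaCl, 1 mM DTT, 0.05% BSA.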
AT treatment = potential ataxia-telangiectasia treatments restoring KAP-1 phosphorylation; […] A-T fibroblasts, KAP-1 phosphorylation AlphaLISA; neocarzinostatin DNA damage 30 min before lysis; hit rate 0.19% among 320,000; Potency, µM (doses to about 57.5 µM), inactives show at the top dose activation, actives largely listed as activators; AID 485349; also: potency is read from the fitted curve at half-maximal effect; % of control where 0% means no effect; nearly all actives have a fitted effect of over 45% in size
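ATM-like activity read as KAP-1 phosphorylation via AlphaLISA donor/acceptor antibody pairs after lysis and 6 hr at 25C. Cells were ATM-null patient fibroblasts ([…], hTERT), dosed 60 min, then exposed to the DSB inducer NCS for 30 min.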
TCR activator = activators of T cell receptors; primary human leukocytes, anti-CD3, IL-2 HTRF, 48 h; Potency, µM (highest dose often 9.22 µM), for the others: at the highest dose activation of IL-2 secretion, most hits filed as activators; 330,000 tested, under 10 active; AID 504894; also: % of control where 0% means no effect
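TCR engagement came from a-CD3 beads alone, with compounds added to primary human leukocytes for 48 hr. Secreted IL-2 bridged europium cryptate- and d2-labelled anti-IL-2 antibodies, giving FRET emission at 665nm after 320nm excitation.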
TSHR antagonist = blocks TSH signaling through the human TSH receptor; hit rate 0.2% among 330,000; AID 504810; P16473; TSHR-expressing cells, TSH-stimulated cAMP HTRF, 2 h; hits give low values; activity change, negative = inhibition, % at 11.5 µM;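 active = activity change below a set negative limit, meaning inhibition stronger than a set level, cut at about -70% in these data; inconclusive = activity change between two set negative limits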; also: % is scaled to controls: 0 for no effect and ±100 for the full control effect
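TSHR-expressing cells, 200/well, pre-treated with compound, then stimulated with EC80 TSH (4nM final) for 2 hours at 37 deg C. cAMP measured by competitive HTRF: anti-cAMP cryptate antibody in lysis buffer plus cAMP-d2, read after 30 minutes at room temperature.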
* marks the source's active call; other numbers are inactive results; [ ] = another dose, or the depositor's remark. Unless noted, calls follow the shape of the dose curve; as a rule, active = well fitted curve in the direction sought with a large enough effect; inconclusive = small, poorly fitted or top-dose-only effect, or another doubt; inactive = no such curve, though single readings can be large; an effect the other way counts as inactive or inconclusive.

`O=C(NCCc1ccc(F)cc1)C1CCN(C(=O)Nc2ccccc2)CC1` gave hERG WT inh 5, Tb PFK block 3%, Chronic BCR inh 0%, Giardia kill 10, AT treatment -1%, TCR activator 8% and TSHR antagonist 1.
Screening Cc1nc2ccccc2c2oc(C(=O)NCc3ccc4c(c3)OCO4)cc12 returned hERG WT inh 7, Tb PFK block 1%, GALK inh 0%, Chronic BCR inh inconclusive, Giardia kill inconclusive, FBPA coupling cs -1, CXXC DNA block 1%, AT treatment -4%, TCR activator 3% and TSHR antagonist -31.
For Nc1c2c(nc3ccccc13)N(c1ccccc1)CC2 the results were hERG WT inh 3, Tb PFK block -5%, GALK inh 2%, Chronic BCR inh 10%, Giardia kill 1, FBPA coupling cs -11, CXXC DNA block -1%, AT treatment 8%, TCR activator 7% and TSHR antagonist 16.
`Cc1cc2nc(-c3ccc(SCC(=O)N4CCN(C(=O)c5ccco5)CC4)nc3)[nH]c2cc1C` gave hERG WT inh -17, Tb PFK block 2%, GALK inh 2%, Chronic BCR inh inconclusive, Giardia kill inconclusive, FBPA coupling cs -1, CXXC DNA block -11%, AT treatment 5% and TSHR antagonist -18.
CN1C(C(=O)Nc2cccc(O)c2)=CC(c2cccs2)=NS1(=O)=O was read as hERG WT inh -5, Tb PFK block -3%, Chronic BCR inh 5%, Giardia kill 1, FBPA coupling cs 0, AT treatment 0%, TCR activator -3% and TSHR antagonist -8.
Cc1ccc(C(=O)NC2CC(C)(C)NC(C)(C)C2)cc1 was read as hERG WT inh 7, Tb PFK block 2%, GALK inh 2%, Chronic BCR inh 1%, Giardia kill 8, FBPA coupling cs 3, CXXC DNA block 12%, AT treatment -12%, TCR activator 0% and TSHR antagonist 9.
For CC(C)CN1CCC(=O)N([C@H](COc2ccccc2)c2ccccc2)CC1 the results were hERG WT inh -43, Tb PFK block -2%, Chronic BCR inh 1%, Giardia kill 15, FBPA coupling cs 5, CXXC DNA block -2%, TCR activator -1% and TSHR antagonist -6.
Screening O=C(O)C1CC1(c1ccccc1)c1ccccc1 (stereo not given) returned hERG WT inh 5, Tb PFK block 0%, GALK inh -2%, Chronic BCR inh -1%, Giardia kill 8, FBPA coupling cs -1, CXXC DNA block -1%, AT treatment 0% and TSHR antagonist -6.
Screening COc1ccc(C(=O)NCc2nnc(SCC(=O)N3CCC(C)CC3)o2)cc1 returned hERG WT inh -22, Tb PFK block -3%, GALK inh 10%, Chronic BCR inh -2%, Giardia kill -18, FBPA coupling cs -1, CXXC DNA block -5%, AT treatment -4%, TCR activator 1% and TSHR antagonist -4.
COc1ccc(-n2cnnc2SCC(=O)Nc2cc(S(=O)(=O)N3CCCCC3)ccc2C)cc1 was read as hERG WT inh 15, Tb PFK block 5%, GALK inh 5%, Chronic BCR inh 0%, Giardia kill -6, FBPA coupling cs 4, CXXC DNA block 5%, AT treatment -2%, TCR activator -5%[46.1 µM] and TSHR antagonist -10.
For CC(C)c1ccc(S(=O)(=O)c2ccc(NN)cc2)cc1 the results were hERG WT inh 1, Tb PFK block 0%, GALK inh -1%, Chronic BCR inh 0%, Giardia kill -17, FBPA coupling cs -3, CXXC DNA block 20%, AT treatment 11%, TCR activator 0% and TSHR antagonist -7.
CC(C)C(=O)Nc1cccc(S(=O)(=O)c2cccc(NC(=O)C(C)C)c2)c1 was read as hERG WT inh 8, Tb PFK block -2%, GALK inh -3%, Chronic BCR inh -1%, Giardia kill -2, FBPA coupling cs 0, CXXC DNA block -6%, AT treatment 5%, TCR activator -2%[46.1 µM] and TSHR antagonist -18.
Cc1cc2ccccc2n1CCNC(=O)C1CCCCC1 was read as hERG WT inh 5, Tb PFK block 0%, GALK inh 0%, Chronic BCR inh 11%, Giardia kill -7, FBPA coupling cs -1, CXXC DNA block -3%, AT treatment 4%, TCR activator -2% and TSHR antagonist 0.
`CC(C)C[C@H]1CN=C(Nc2ccccc2)N1CC1CCCCC1` gave hERG WT inh 7, Tb PFK block 3%, Chronic BCR inh inconclusive, Giardia kill 9, FBPA coupling cs 4, CXXC DNA block 17%, AT treatment 1%, TCR activator -5% and TSHR antagonist 13.
`CC(C)C(=O)Nc1c(C(=O)c2ccc(F)cc2)oc2ccccc12` gave hERG WT inh -2, Tb PFK block 3%, GALK inh 1%, Chronic BCR inh 11%, Giardia kill 6, FBPA coupling cs 3, CXXC DNA block 7%, AT treatment 12%, TCR activator 7% and TSHR antagonist -12.
For N#C/C(=C\c1ccc(OCc2ccccc2)cc1)C(=O)Nc1nc2c(s1)CCN(Cc1ccccc1)C2 the results were hERG WT inh -2, Tb PFK block 2%, GALK inh 1%, Chronic BCR inh 7%, Giardia kill 2, FBPA coupling cs 0, CXXC DNA block 36%[activator], AT treatment -8%, TCR activator -5% and TSHR antagonist 0.
`C=CCNC(=O)/C(C#N)=C/c1ccccc1[N+](=O)[O-]` gave hERG WT inh -4, Tb PFK block -2%, Chronic BCR inh 3%, Giardia kill 20, FBPA coupling cs 3, CXXC DNA block -7%, AT treatment 0%, TCR activator 1%[46.1 µM] and TSHR antagonist -3.
Screening COc1ccc(N2C(=O)C(Cl)=C(N3CCCC(C)C3)C2=O)cc1 (stereo not given) returned hERG WT inh -4, Tb PFK block 7%, GALK inh -3%, Chronic BCR inh -7%, Giardia kill -12, FBPA coupling cs -1, CXXC DNA block 4%, AT treatment 6%, TCR activator -4% and TSHR antagonist -11.
For Cc1ccc(NC(=O)CCCNC(=O)c2ccc(Cl)cc2)c(Br)c1 the results were hERG WT inh 9, Tb PFK block 0%, GALK inh 2%, Chronic BCR inh 1%, Giardia kill 2, FBPA coupling cs -1, CXXC DNA block -4%, AT treatment -3%, TCR activator -3% and TSHR antagonist 2.
For COC(=O)c1ccc(/C=N/Nc2nc(-c3ccc(Cl)cc3Cl)cs2)cc1 the results were Tb PFK block 0%, GALK inh -2%, Chronic BCR inh -1%, FBPA coupling cs 2, CXXC DNA block 9%, AT treatment 2% and TSHR antagonist 6.
For Cc1ccsc1C1C(C#N)=C(N)N(N(C)C)C2=C1C(=O)CCC2 (stereo not given) the results were hERG WT inh -4, Tb PFK block 7%, GALK inh 2%, Chronic BCR inh inconclusive, Giardia kill -14, FBPA coupling cs -44*, CXXC DNA block 5%, AT treatment 10%, TCR activator 0% and TSHR antagonist -29.
`CCC(c1nnnn1C(C)(C)CC)N(CCCO)Cc1cc2cc(C)cc(C)c2[nH]c1=O` (stereo not given) gave hERG WT inh 12, Tb PFK block 0%, GALK inh 3%, Chronic BCR inh 1%, Giardia kill -6, FBPA coupling cs -6, CXXC DNA block 4%, AT treatment 2%, TCR activator -16% and TSHR antagonist 16.
`COc1ccc2ccccc2c1CNCCN1CCOCC1` gave hERG WT inh 7, Tb PFK block 0%, GALK inh -4%, Chronic BCR inh -1%, Giardia kill -5, FBPA coupling cs -15, CXXC DNA block 2%, AT treatment 2%, TCR activator -3% and TSHR antagonist 23.
COc1ccc(CCN(C(=O)c2snc(C(N)=O)c2N)C(C(=O)NCC2CCCO2)c2ccc(F)cc2)cc1OC (stereo not given) was read as hERG WT inh 11, Tb PFK block -2%, GALK inh -1%, Chronic BCR inh 2%, Giardia kill 14, FBPA coupling cs 0, CXXC DNA block 4%, AT treatment 0%, TCR activator 4% and TSHR antagonist -12.
For COC(=O)C1CCN(C(=O)c2c(-c3ccccc3Cl)noc2C)CC1 the results were hERG WT inh -4, Tb PFK block 0%, GALK inh -4%, Chronic BCR inh inconclusive, Giardia kill -24, FBPA coupling cs 0, CXXC DNA block -1%, AT treatment 2%, TCR activator 2% and TSHR antagonist 5.
For O=C(O)c1cc2c(cc1Cl)N1CCCCCC1=NS2(=O)=O the results were hERG WT inh -1, Tb PFK block -1%, GALK inh 0%, Chronic BCR inh 5%, Giardia kill 22, FBPA coupling cs 0, CXXC DNA block 29%, AT treatment 0%, TCR activator -7% and TSHR antagonist -12.
`COc1ccc(C(C(=O)NC2CCCC2)N(CCN2CCOCC2)C(=O)c2ccc(OC)c(OC)c2)cc1` (stereo not given) gave hERG WT inh 10, Tb PFK block -4%, GALK inh 1%, Chronic BCR inh 4%, Giardia kill -21, FBPA coupling cs 4, CXXC DNA block 6%, AT treatment 2% and TSHR antagonist -1.
CCOc1ccc(-c2n[nH]c(=S)o2)cc1 was read as hERG WT inh -1, Tb PFK block 27%, GALK inh -2%, Chronic BCR inh 5%, Giardia kill -23, FBPA coupling cs 6, CXXC DNA block -1%, AT treatment -18%, TCR activator 4% and TSHR antagonist -10.

Compound activity: PubChem BioAssay, National Center for Advancing Translational Sciences (NCATS)
